Screening results from PubChem BioAssay.
mcGAS MS inh: blocks mouse cGAS cGAMP production; AID 1259397; recombinant mouse cGAS, cGAMP by RapidFire MS; 130,000 compounds, 0.18% hits; inhibition, % at 12.5 µM;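 active = inhibition of cGAS enzyme activity at or above 60%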;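 also: enzyme stimulated by 45 bp dsDNA with ATP and GTP substrates; cGAMP share of summed cGAMP plus half ATP and half GTP signals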
Target sequence (Q8C6L5 whole entry, looked up): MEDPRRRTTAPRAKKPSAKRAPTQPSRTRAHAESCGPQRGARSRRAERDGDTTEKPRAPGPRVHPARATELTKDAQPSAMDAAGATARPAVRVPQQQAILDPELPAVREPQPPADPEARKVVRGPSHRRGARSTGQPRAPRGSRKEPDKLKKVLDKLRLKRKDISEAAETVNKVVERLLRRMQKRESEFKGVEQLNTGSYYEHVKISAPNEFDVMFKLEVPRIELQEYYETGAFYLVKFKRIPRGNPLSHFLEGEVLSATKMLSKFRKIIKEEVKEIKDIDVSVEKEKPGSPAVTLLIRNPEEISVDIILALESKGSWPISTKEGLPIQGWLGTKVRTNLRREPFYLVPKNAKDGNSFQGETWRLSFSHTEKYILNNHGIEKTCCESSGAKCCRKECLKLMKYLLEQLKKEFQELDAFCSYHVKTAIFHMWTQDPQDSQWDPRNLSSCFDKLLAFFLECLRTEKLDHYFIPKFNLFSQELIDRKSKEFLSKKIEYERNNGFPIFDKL
* = called active by the depositor; & = joins results of further samples. These rows are one share of the data (hit frequency here may not be typical).

compound	mcGAS MS inh
O=S(=O)(Nc1cccc(-n2cnnn2)c1)c1ccc(Cl)s1	-7
C=C[C@](C)(O)CCC=C(C)C	-10
CCOC(=O)c1ccc([N+](=O)[O-])cc1NC(C)=O	-5
Cn1cc(CN2CCN(C(=O)c3cccs3)CC2)c(-c2ccc3c(c2)OCCO3)n1	-2
CNC(=O)c1ccc(NC(=O)c2cccc(C)c2C)cc1	1
c1cc2nnnn2nc1SC12CC3CC(CC(C3)C1)C2	1
CN1C(=O)COCc2c(-c3cnc4ccccc4c3)cccc21	8
Cc1nc(SCC(=O)NC(C)(C#N)C(C)C)n(CC(C)C)c1C (centres undefined)	16
c1ccc(CNc2ccc(-n3cnnc3)cn2)cc1	-18
O=C(C1CC(=O)N(c2ccc3c(c2)OCO3)C1)N1CCCN(Cc2ccc(Cl)cc2)CC1 (centres undefined)	-12
CCO[C@H]1COC[C@@H]1NC(=O)Cn1cnc2ccccc2c1=O	3
O=C(NCCc1ccccc1)NCC1CN(c2ccccc2)C(=O)O1 (centres undefined)	-12
Cc1cc(=O)[nH]c(-n2nc(C)c(CCC(=O)Nc3nc4ccccc4s3)c2C)n1	-6
O=C(O)c1cccnc1CN(CCO)C12CC3CC(CC(C3)C1)C2	-13
NNc1ccc(Cl)nn1	-1
CC1(C)C(NS(=O)(=O)C2CC2)C(C)(C)C1NS(=O)(=O)C1CC1 (centres undefined)	-14
FC(F)(F)c1cnc(N2CC(c3nc4ccccc4[nH]3)C2)c(Cl)c1	-14
CCCCc1c(O)nc2n(c1=O)CCCS2	-37
Cc1cccc(C(=O)N2CCCN(C(=O)NC3COc4ccccc43)CC2)c1 (centres undefined)	0
CCCN(CCC)c1nc(N)c(C#N)c(CC#N)c1C#N	-2
C=CCN1C(=O)CC(Nc2ccc(N3CCCCC3)cc2)C1=O (centres undefined)	-3
CC(NC1CCCc2ccccc21)C(=O)c1c[nH]c2ccccc12 (centres undefined)	-27
CC1C(c2ccc(F)cc2)=[N+]([O-])C(C)(c2ccc([N+](=O)[O-])cc2)N1O (centres undefined)	2
O=c1c2c3c(sc2ncn1CC(O)COCc1ccccc1F)CCCC3 (centres undefined)	1
Cn1cnc2cc(C(=O)N3CCCC(CCc4ccccc4F)C3)ccc2c1=O (centres undefined)	-10
COC(=O)Nc1cc(S(=O)(=O)Nc2ccc(Cl)cc2)ccc1N1CCCC1	21
Cc1cc(P(=O)(N2CCOCC2)N2CCOCC2)c(C)n1-c1ccc(N(C)C)cc1	-8
CCCCN=c1scc(C)n1N=Cc1ccco1	-8
O=C1O[C@@H]2CN(S(=O)(=O)N3CCCC3)C[C@@H]2N1CCCc1ccc(F)cc1	-3
COc1ccccc1Nc1nnc(Cc2ccc(C)cc2)c(=O)[nH]1	-2
Cc1ccccc1NC(=O)COC(=O)c1ccc2ncsc2c1	-5
Cn1c(=O)n(C)c2cc(CNc3ccc(N4CCOCC4)c(C(=O)O)c3)ccc21	3
Cc1c(C(=O)NCc2ccc(C#N)cc2)sc(=O)n1Cc1ccccc1C(F)(F)F	4
CC(C)NC(=O)CC1(C(=O)Nc2ccc(-c3ccccc3)cc2)CCCC1	-11
Cc1c[nH]c(=O)n(CCCN2CCN(c3ccccc3OCC(F)(F)F)CC2)c1=O	-16
Cc1nnc(SCC(=O)Nc2sc3c(c2C(N)=O)CCC3)[nH]c1=O	-11
Cc1cccc(NC(=O)C23CCC(=O)N2c2ccccc2C(=O)N3C)c1C (centres undefined)	3
O=S(=O)(NNc1ncccn1)c1ccc2c(c1)CCC2	-5
CCOC(=O)N1CCC(S(=O)(=O)Oc2ccc(F)c(F)c2)CC1	-12
O=C(NCCc1c(F)cccc1F)N1CCN(Cc2cscn2)CC1	3
O=C(CCc1nnc(-c2ccc3c(c2)OCO3)o1)N1CCCC1c1ccc(F)cc1 (centres undefined)	5
Cc1ccccc1Cn1ccc(NC(=O)c2cnn3c(C(F)F)cc(C4CC4)nc23)n1	-15
CCOc1ccc(OCCOc2ccc([N+](=O)[O-])cc2)cc1	-3
O=[N+]([O-])c1ccccc1Oc1ncccc1[N+](=O)[O-]	4
CCn1c(C2CCCNC2)nn(CCC(=O)N2CCCC2)c1=O (centres undefined)	-6
O=C(NCC1CCN(Cc2ccc3nonc3c2)C1)c1ccccn1 (centres undefined)	-4
OCC#Cc1csc(CN2CCCN(C3CCCCC3)CC2)c1	-18
CC(C)CC(C)(NCCOc1ccccc1F)C(N)=O (centres undefined)	4
CC(C)(C)c1ccc(COn2c(=O)c(-c3ccc(F)cc3)[n+]([O-])c3ccccc32)cc1	-12
CC(C)(CO)C(CN)c1ccccc1 (centres undefined)	-16
CC(c1ccc(Cl)cc1)N(C)C(=O)Nc1cccn(CC(F)(F)F)c1=O (centres undefined)	7
CCN(CC)C(=O)COC1CN(CCc2ccccc2)C(=O)CN(C(=O)Cc2ccc(N3CCNC3=O)cc2)C1 (centres undefined)	-10
O=C(OCc1ccsc1)C1CCN(c2cnccn2)CC1	-4
COc1c[nH]c(C(=O)Nc2cc(C)ccc2C)cc1=O	-3
CCCCCCOC(=O)C1=C(C)NC(=O)NC1c1ccccc1F (centres undefined)	-10
O=C(O)CC1SC(=NN=Cc2ccc(Br)o2)NC1=O (centres undefined)	-11

Later entries.
compound	mcGAS MS inh
NC(=O)CC1CCCN(C(=O)NCCCn2ccc3ccccc32)C1 (centres undefined)	-12
CCOC(=O)Cn1c(=NC(=O)c2ccc(C)c(C)c2)sc2cc(S(N)(=O)=O)ccc21	-4
O=S(=O)(NCCS(=O)(=O)N1CCCC1)NCc1ccccc1	-35
CNC(=O)NC(=O)C(c1ccccc1)N(C)Cc1ccccc1 (centres undefined)	0
CCn1nc(C)c(C(=O)NCc2ccc(-n3ccnc3C)cc2)c1C	-4
Cc1ccc(Nc2cc(C)nc(N3CCN(C(=O)c4cccc(C)c4)CC3)n2)cc1	-2
CCCCNc1ncc2cc3ccccc3nc2c1C#N	-8
Cn1c(=O)c2cc(NC(=O)c3ccccc3Cl)c(=O)oc2n(C)c1=O	-4
CC(NC(=O)Cc1csc2nc(-c3ccccc3)cn12)c1ccc(S(C)(=O)=O)cc1 (centres undefined)	9
COc1ccc(C(=O)C2CCCN(Cc3nc4ccccc4s3)C2)cc1OC (centres undefined)	7
O=C(c1ccc(N2CCCOCC2)nc1)N1CCCN(c2ncccn2)CC1	-26
COCCCn1ccc(NC(=O)NCc2ccc(F)c(Cl)c2)n1	0
CN1C(=O)c2ccccc2C1O (centres undefined)	-48
CC1=C(C(=O)O)N2C(=O)[C@@H](NC(=O)[C@H](N)c3ccccc3)[C@H]2SC1	8&10
Cc1nnc(SCC(=O)N(CC(C)C)C2CCS(=O)(=O)C2)s1 (centres undefined)	-14
CC(C)Nc1ncccc1C(=O)N1CCc2ccccc2C1	-6
O=C(Nc1c(C(=O)c2ccc3c(c2)OCO3)oc2ccccc12)c1ccco1	-4
Cn1cc(S(=O)(=O)NCCc2nc3ccccc3s2)cn1	-1
CN(C(=O)CCNC(=O)c1ccc(Cl)cc1)S(=O)(=O)c1cccs1	3
N#CCCCn1c(-c2nonc2N)nc2ccccc21	-14
COc1ccc(S(=O)(=O)Nc2ccc(Cl)cc2Cl)cc1OC	-5
O=C(/C=C/c1cnc2ccccc2n1)N1CCC(Nc2ccccc2)C1 (centres undefined)	3
Cc1cc(OCC(=O)NCc2ccc(CN3CCOCC3)cc2)ccc1Cl	7
Cc1ccc(CC(=O)Nc2nnc(CSc3ccccc3)o2)cc1C	-3

Of the compounds above, three have a furan ring, fused or not:
compound	mcGAS MS inh
CCCCN=c1scc(C)n1N=Cc1ccco1	-8
O=C(O)CC1SC(=NN=Cc2ccc(Br)o2)NC1=O (centres undefined)	-11
O=C(Nc1c(C(=O)c2ccc3c(c2)OCO3)oc2ccccc12)c1ccco1	-4

Later entries
compound	mcGAS MS inh
Cc1ccsc1C(CNc1nc(CCN)nc2ccccc12)N(C)C (centres undefined)	-15
CC1CC1C(=O)Nc1nnc(Cc2ccccc2)s1 (centres undefined)	-3
CCOC(=O)C12CCC(O)CC1CCN(Cc1ccccc1)C2 (centres undefined)	-6
COc1cccc(CCNC(=O)C2CC=CCC2C(=O)N2CCC(C#N)(c3ccccc3)CC2)c1 (centres undefined)	-1
COc1cccc(-c2ccc(NC(=O)C3CCCN(Cc4ccc(CO)o4)C3)cc2)c1 (centres undefined)	-2
Cc1ccc(S(=O)(=O)NC(=O)C2(C)CCN2C(=O)Cc2ccccc2Cl)nc1 (centres undefined)	1
CCOCCn1c(=O)c2c(nc3n(Cc4ccco4)c(C)cn23)n(C)c1=O	-7
CCOC(=O)c1c(C)[nH]c(C(=O)O)c1C	-3
NC(=O)C1CCN(CC(=O)Nc2oc3ccccc3c(=O)c2-c2ccc(Cl)cc2)CC1	-6
COCC1(C(=O)N2CC=C(n3c(=O)[nH]c4ccccc43)CC2)CCC1	-11
Cc1csc(NC(=O)c2ccc(=O)[nH]n2)n1	-35
Cc1nc(-n2ncc(C#N)c2N)c2c3c(sc2n1)CCC3	-33
CN1CCN(Cc2n[nH]c(=O)n2Cc2ccc(Cl)cc2)CC1	-19
CCCc1nnc(NC(=O)Cn2ccccc2=O)s1	-5
COc1cc(/C=C/C(=O)NC2CCC(C)CC2)cc(Cl)c1OC(C)C (centres undefined)	-1
Cc1c(S(=O)(=O)CCNC(=O)NCCc2ccccc2)c2ccccc2n1Cc1ccccc1	-3

Random excerpt: six compounds from above, in no set order.
compound	mcGAS MS inh
Cc1c[nH]c(=O)n(CCCN2CCN(c3ccccc3OCC(F)(F)F)CC2)c1=O	-16
CC1(C)C(NS(=O)(=O)C2CC2)C(C)(C)C1NS(=O)(=O)C1CC1 (centres undefined)	-14
O=S(=O)(NNc1ncccn1)c1ccc2c(c1)CCC2	-5
Cc1ccsc1C(CNc1nc(CCN)nc2ccccc12)N(C)C (centres undefined)	-15
Cn1cc(S(=O)(=O)NCCc2nc3ccccc3s2)cn1	-1
CCOC(=O)c1c(C)[nH]c(C(=O)O)c1C	-3

The listing continues.
compound	mcGAS MS inh
O=C(O)c1cc2n(n1)CCCN(C(=O)c1c(F)ccc(F)c1F)C2	-10
Cc1csc(=O)n1CC(=O)N(Cc1ccco1)Cc1cccs1	-14
COc1cc(-c2nc(CN3CCOCC3)c(C)o2)cc2c1OCO2	-11
CCN(CC)C(=O)C1C(=O)NC2(C)CC1c1ccccc1O2 (centres undefined)	-8
O=C(CN1CCC(c2ccccc2)CC1)Nc1ccc2c(c1)OCCCO2	-3
CC(=O)NC(=S)NNC(=O)c1ccccc1OCc1ccccc1	-6
CN(C(N)=O)c1ccc(OCc2nc(-c3ccsc3)no2)cc1	-32
N#C/C(=C\c1c(Cl)cccc1Cl)c1nn(CCO)c(N)c1C#N	5
Cc1csc(C2C(N)=NC(=S)C(C#N)C23CCCC3)n1 (centres undefined)	-16
C=C(C)[C@@H]1CC=C(CN2CCC(n3nccc3NC(=O)Cc3ccccc3)CC2)CC1	-10
Cc1cccc(C)c1NC(=O)c1c(-c2ccccc2Cl)noc1C	-3
N#Cc1cc(-c2nc3ccccc3[nH]2)c(N)n2c1nc1ccccc12	-1
Cc1ccccc1CN(C)CN1C(=O)C(=O)c2cc3c(cc21)OCCO3	-2
COc1cc(OC)c2cc(CCCN)[nH]c2c1	-5
Cc1nccn1CC1CCCN(Cc2cnc3cc(O)ccc3c2)C1 (centres undefined)	-35
c1ccc(CNC2C3CC4CC(C3)CC2C4)nc1 (centres undefined)	-2
Cn1c(=O)c([N+](=O)[O-])c(O)c2ccccc21	-2
Cn1c2c(cc(C(=O)N3[C@@H]4CC[C@H]3CNC(=O)C4)c1=O)CCCC2	-6
CC1CN(C(=O)C2CCN(C(=O)C(C)C)CC2)CC(C)O1 (centres undefined)	-3
CSc1ccc(CN2CCC(CO)(CCOc3ccccc3)CC2)cc1	-12
COCc1nn2c3c(cnc2c1-c1ccc(Cl)cc1)C(=O)CCC3	-1
Cc1nc(C)n(CCNC(=O)CC2COCCN2)n1 (centres undefined)	-23
COc1cc(-c2nnc(CCC(=O)N3CCN(C4CCCC4)CC3)c(=O)[nH]2)ccc1OCC1CCC1	-13
Cn1nnn(CN2CCN(S(=O)(=O)Cc3ccccc3)CC2)c1=S	2
Cc1ccc(-n2c(=O)c3ccccc3n3c(SCCC#N)nnc23)cc1	-2
COc1ccc(CN2CCC2(C)C(=O)NCc2ccccn2)c2ccccc12 (centres undefined)	-6
Cc1noc(CN(C)C(=O)c2cc(C(C)C)no2)n1	-28
CC1=C(C(=O)Nc2ccccc2C)C(c2ccncc2)n2nc(SCc3ccccc3)nc2N1 (centres undefined)	-4
CCN(CC)c1cc(C)nc(Nc2ccc(NC(=O)C(C)Oc3ccccc3)cc2)n1 (centres undefined)	-9
N#Cc1ccc(CN(CC(F)(F)F)C(=O)CCc2ccsc2)cc1	-10
CCOC(=O)C1(Cc2cccc(OC)c2)CCCN(C(=O)CCn2ccnc2C)C1 (centres undefined)	-11
CC(C)c1nc2n(n1)CC(NCCCS(=O)(=O)N(C)C)CC2 (centres undefined)	-4
Cc1ccc(NC2CCCN(C(=O)c3cn(C)c4ccccc34)C2)cc1C (centres undefined)	-1
CCN(CC)C(=O)Cn1nc(C)c(S(=O)(=O)N2CCOCC2)c1C	-2
O=C(COc1ccccc1)N1CCN=C1SCc1cccnc1	-5
CC(=O)NC1=NC(=O)/C(=C/c2ccc(-c3ccc(F)cc3F)o2)S1	-4
C=CCC=NNc1nc2ccccc2s1	-4
CC1CCN(C(=O)c2cc3c(=O)n4ccccc4nc3s2)CC1	9
